3T3 cytotox: kills NIH 3T3 cells. NIH 3T3 viability, CellTiter-Glo ATP luminescence, 48-72 h. Potency, µM (titrated, usually from 96.7 µM), for inactives: at the top dose activity change, negative = cytotoxicity, usual class: inhibitors. 94,000 tested, 4.3% active. AID 1345082; further: potency means the concentration at half of the fitted maximal effect; nearly all actives have a fitted effect of over 55% in size
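Cells were seeded at 400 per well, treated with pin-transferred compound, and kept 48 or 72 hr at 37 °C before CellTiter-Glo addition and luminescence imaging of cellular ATP.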
GPT2 inhibitor: GPT2 alanine aminotransferase inhibition. Q8TD30. Recombinant GPT2, coupled pyruvate oxidase/HRP Amplex Red fluorescence. Potency, µM (highest dose often 57.7 µM), for the others: at the top dose activity change, negative = inhibition, usual class: inhibitors. 100,000 tested, 0.25% active. AID 1671188; further: potency means the concentration at half of the fitted maximal effect; nearly all actives have a fitted effect of over 60% in size; many of its hits are not listed in these tables
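Fluorescence of coupled pyruvate oxidase/HRP/Amplex Red system (50uM Amplex, 30 min, dark) reports pyruvate formed by GPT2. Enzyme reaction: 10ng/uL GPT2, 2mM L-alanine, 250uM a-KG, 30 min room temperature, pH 7.5; 50uM AOA control.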
FLuc inh: blocks purified firefly luciferase enzyme activity; Potency, µM (series often up to 115 µM), without a hit: at the highest dose activity change, negative = inhibition, usual class: inhibitors; purified P. pyralis luciferase, luminescence, biochemical; P08659; AID 1347043; 76,000 tested, 2.5% active; further: potency means the concentration at half of the fitted maximal effect; nearly all actives have a fitted effect of over 65% in size
Target sequence (P08659 whole entry, looked up): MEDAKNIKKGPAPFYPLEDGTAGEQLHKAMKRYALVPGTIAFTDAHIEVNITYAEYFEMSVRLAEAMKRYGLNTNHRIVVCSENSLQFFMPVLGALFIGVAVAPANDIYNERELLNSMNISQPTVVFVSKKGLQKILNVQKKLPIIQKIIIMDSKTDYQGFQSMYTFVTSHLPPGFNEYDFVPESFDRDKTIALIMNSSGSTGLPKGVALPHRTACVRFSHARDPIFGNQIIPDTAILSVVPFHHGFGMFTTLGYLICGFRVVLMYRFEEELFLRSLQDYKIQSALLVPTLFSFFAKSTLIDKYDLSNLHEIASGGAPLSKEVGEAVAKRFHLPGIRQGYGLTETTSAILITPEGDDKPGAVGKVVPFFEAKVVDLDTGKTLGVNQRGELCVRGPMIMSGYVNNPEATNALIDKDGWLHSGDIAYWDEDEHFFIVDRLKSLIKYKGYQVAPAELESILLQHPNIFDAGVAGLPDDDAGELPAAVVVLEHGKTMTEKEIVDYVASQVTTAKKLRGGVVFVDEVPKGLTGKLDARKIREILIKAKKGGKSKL
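Inhibitors were tested against purified firefly luciferase in a biochemical, low-substrate format (both substrates at 10uM) and luminescence measured with a CCD imager.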
SNCA viab count: counter-screen for SNCA expression inhibitors: cell viability. HEK-293-SNCA-luc viability, GF-AFC fluorescence, 24 h. Potency, µM (highest dose often 57.1 µM), for the others: at the top dose activity change, negative = cytotoxicity, actives largely listed as cytotoxic. 150,000 tested, 0.12% active. AID 1671193;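 further: potency means the concentration at half of the fitted maximal effect; 0% = DMSO-treated cells and -100% = medium-only wells without cells; nearly all actives have a fitted effect of over 30% in size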
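HEK-293-SNCA-luc cells (1500/well) plated 24 h, then exposed 24 h to a dilution series; GF-AFC added 30 min at 37C, fluorescence 405/540 nm; normalised to medium-only and DMSO wells, Hill fit.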
SNCA expr inh: inhibitors of alpha-synuclein (SNCA) gene expression; Potency, µM (doses to about 57.2 µM), without a hit: at the highest dose activity change, negative = inhibition, hits mostly inhibitors; HEK-293 SNCA-luciferase knock-in, luminescence, 24 h; 140,000 tested, 0.17% active; AID 1671194;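 further: potency means the concentration at half of the fitted maximal effect; plate controls were DMSO cells for no effect and cell-free wells for full effect; nearly all actives have a fitted effect of over 45% in size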
IP6K1 inhibitor: inhibitors of human IP6K1 | IP6K1 kinase, ADP-Glo luminescence, 2 h; active compounds read low | 140,000 tested, 0.81% active | activity change, % (series mostly up to about 58 µM) | Q92551; in the data active means activity change below about -25%
Target sequence (Q92551 whole entry, looked up): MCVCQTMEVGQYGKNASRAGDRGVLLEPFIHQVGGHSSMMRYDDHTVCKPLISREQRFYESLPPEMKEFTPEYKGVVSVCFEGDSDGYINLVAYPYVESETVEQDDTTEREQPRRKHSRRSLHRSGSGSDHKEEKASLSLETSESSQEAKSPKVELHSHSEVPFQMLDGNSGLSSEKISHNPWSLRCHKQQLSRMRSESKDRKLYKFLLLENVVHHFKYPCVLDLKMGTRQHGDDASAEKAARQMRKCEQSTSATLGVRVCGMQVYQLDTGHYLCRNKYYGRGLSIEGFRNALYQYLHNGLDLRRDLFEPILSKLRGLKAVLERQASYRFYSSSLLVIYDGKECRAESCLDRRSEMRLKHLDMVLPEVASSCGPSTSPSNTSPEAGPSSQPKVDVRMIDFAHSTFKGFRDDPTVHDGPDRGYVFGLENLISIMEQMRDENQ
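ADP-Glo luminescence measures ADP made by human IP6K1 during a 2 h RT reaction with ATP/IP6 (mix at 1.3 mM/130 uM); top library doses 57.5 and 19.1 uM final.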
HEK293 tox: cytotoxic compounds in HEK 293 cells | HEK 293 viability, ATP luminescence (CellTiter-Glo), 48-72 h | Potency, µM (highest dose often 115 µM), without a hit: at the highest dose activity change, negative = cytotoxicity, hits mostly inhibitors | 94,000 tested, 6.6% active | AID 1345083; further: potency means the concentration at half of the fitted maximal effect; nearly all actives have a fitted effect of over 60% in size
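250 HEK 293 cells/well; compound by pintool; incubated 48 or 72 hr at 37 degree Celsius; CellTiter-Glo added, 10 min RT, luminescence imaged.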
Active calls of the source: *; i = inactive; ? = inconclusive; nt = no result given; [ ] = dose if it differs, or a comment. Unless noted, the call rests on the fitted dose curve; in most records, active means well fitted curve in the direction sought with a large enough effect; inconclusive means small, poorly fitted or top-dose-only effect, or another doubt; inactive means no such curve, though single readings can be large; an effect the other way counts as inactive or inconclusive. Unless noted, on the % scale 0 is the no-effect control and ±100 the full control effect.

SMILES	3T3 cytotox	GPT2 inhibitor	FLuc inh	SNCA viab count	SNCA expr inh	IP6K1 inhibitor	HEK293 tox
Cc1cc(C)cc(NC(=O)N(C)CC2CCOCC2)c1	i	-1%	-7%	2%	-4%	14	2%
CCn1nc(C)cc1C(=O)N1C[C@@H](CN2CCN(C)CC2)[C@@H](CO)C1	3%	i	0%	5%	?	0	-6%
Cc1noc([C@@H]2CN(Cc3ccc(OC(C)C)cc3)C[C@H]2CO)n1	-7%	?	-3%	-5%	-8%	-3	?
COc1cccc(-c2cnc([C@@H]3COCCN3C3CCOCC3)[nH]2)c1	-3%[138 µM]	0%[88.5 µM]	-12%[172 µM]	6%[87.6 µM]	4%[87.6 µM]	11	-8%[172 µM]
CNC(=O)[C@H]1C[C@H](Oc2ccccc2)CN1C(=O)Nc1ccc(OC)cc1	4%	1%	0%	0%	2%	14	2%
COC(=O)C1=C(CS(=O)(=O)c2cc(Cl)ccc2OC)NC(=O)NC1c1ccccc1 (configuration not stated)	nt	nt	nt	3%	-3%	-10	nt
Cc1ccsc1C(=O)NC1CCN(c2cnn(CC3CC3)c(=O)c2)CC1	?	i	-14%	?	0%	6	?
COc1ccc(C(=O)N2CCN(C(=O)COc3ccccc3)CC2)cc1OC	nt	nt	nt	6%	15%	12	nt
CC(C)N1CCN(C(=O)CN2CC3CC(C2)[C@H]2CCCC(=O)N2C3)CC1 (some centres not stated)	1%	-11%	2%	-9%	-23%	7	4%
O=C1N(c2ccccc2)C[C@H]2CN(Cc3ccccc3)CCN12	-18%[138 µM]	i	14µM*	2%[87.6 µM]	-19%[87.6 µM]	-13	-26%[172 µM]
Cc1ccc(C)c(OCC(=O)c2ccc3c(c2)N(CCCC(=O)NC2CCCCC2)C(=O)CO3)c1	?	-15%	-13%	18µM*	3%	-8	?
O=C(c1ccc2c(c1)OCO2)N1CCN2C(=O)NC[C@H]2C1	-16%[230 µM]	i	-11%[230 µM]	5%[87.6 µM]	2%[87.6 µM]	-11	-7%[230 µM]
CN1C[C@@H](NC(=O)c2cnccn2)C[C@H]1c1nc(-c2ccc(OC(F)(F)F)cc2)no1	?	?	-24%[172 µM]	-6%[87.6 µM]	-4%[87.6 µM]	-6	89µM*
COc1ccc(CNC(=O)c2c[nH]c3ncccc23)cc1OC	-30%[138 µM]	i	-14%[172 µM]	-11%[87.6 µM]	3%[87.6 µM]	9	-5%[172 µM]
COc1cc(Cl)c(C)cc1NC(=O)CCn1c(=O)c2cccn2c2cccnc21	nt	nt	nt	-16%	14%	7	nt

Sorted by length of the SMILES (ascending): six of the compounds above.
SMILES	3T3 cytotox	GPT2 inhibitor	FLuc inh	SNCA viab count	SNCA expr inh	IP6K1 inhibitor	HEK293 tox
COc1ccc(CNC(=O)c2c[nH]c3ncccc23)cc1OC	-30%[138 µM]	i	-14%[172 µM]	-11%[87.6 µM]	3%[87.6 µM]	9	-5%[172 µM]
Cc1ccsc1C(=O)NC1CCN(c2cnn(CC3CC3)c(=O)c2)CC1	?	i	-14%	?	0%	6	?
COc1cccc(-c2cnc([C@@H]3COCCN3C3CCOCC3)[nH]2)c1	-3%[138 µM]	0%[88.5 µM]	-12%[172 µM]	6%[87.6 µM]	4%[87.6 µM]	11	-8%[172 µM]
Cc1noc([C@@H]2CN(Cc3ccc(OC(C)C)cc3)C[C@H]2CO)n1	-7%	?	-3%	-5%	-8%	-3	?
CC(C)N1CCN(C(=O)CN2CC3CC(C2)[C@H]2CCCC(=O)N2C3)CC1 (some centres not stated)	1%	-11%	2%	-9%	-23%	7	4%
Cc1ccc(C)c(OCC(=O)c2ccc3c(c2)N(CCCC(=O)NC2CCCCC2)C(=O)CO3)c1	?	-15%	-13%	18µM*	3%	-8	?

(continued)
SMILES	3T3 cytotox	GPT2 inhibitor	FLuc inh	SNCA viab count	SNCA expr inh	IP6K1 inhibitor	HEK293 tox
COc1ccc(Cc2nc3c4cnn(-c5ccccc5Br)c4ncn3n2)cc1	nt	nt	nt	3%	18%	-4	nt
CN1CC(=O)N2CCN(S(=O)(=O)c3ccc(F)cc3F)CC2C1=O (configuration not stated)	2%	-2%	-2%	-4%	-19%	2	-2%
O=C1CCN(S(=O)(=O)c2ccccc2)CCCN(C(=O)C2CCC2)CCN1	-7%	-22%	5%	-2%	7%	0	-5%
Cn1cnc2cc(C(=O)N3CCNCC(C(=O)O)C3)ccc21 (configuration not stated)	i	-13%	-8%	9%	-11%	5	i
CCc1c(C)nc2nncn2c1Nc1ccc(C(C)C)cc1	nt	nt	nt	-6%	-6%	4	nt
NC(N)=N/N=C/c1c(Cl)cccc1Cl	nt	-3%	nt	-16%	-7%	3	nt
O=C(c1cnccn1)N1CCOC[C@H](Oc2cccnc2)C1	i	3%[88.5 µM]	0%[172 µM]	5%[87.6 µM]	1%[87.6 µM]	3	i
Cc1ccc(-c2nc(N3CCN(c4ccccc4Cl)CC3)c3ccccc3n2)cc1	nt	nt	nt	-3%	12%	4	nt
c1ccc(CN2CCCCC2c2nc(CCOCC3CCCC3)no2)nc1 (configuration not stated)	?	-6%	-6%	4%[12.5 µM]	22µM*	5	?
Cc1cccc(N2CCN(C(=O)C3CCN(C(=O)c4cc5sccc5n4C)CC3)CC2)c1C	nt	nt	nt	-4%	?	-7	nt
O=C(CCc1ccccc1)N1CCC2OCCN(Cc3ccccc3F)C(=O)C2C1 (configuration not stated)	?	-15%[88.5 µM]	-20%[172 µM]	22%[87.6 µM]	38%[activator][87.6 µM]	15	?
CCOC(=O)C1CCN(C(=O)c2ccc(C)c(NC(=O)c3nsc4ccccc34)c2)CC1	nt	nt	nt	0%	13%	3	nt
CCN1C(=O)C2(CCN(S(=O)(=O)c3ccc4c(c3)CCC4)CC2)c2ccccc21	i	2%	9%	4%	9%	6	11%
Cn1ncc2c(C(=O)NCCc3ccccc3F)cc(-c3ccsc3)nc21	-10%	3%	nt	-10%	-16%	1	-3%
CCN(C(=O)CN1C(=O)c2ccccc2Sc2ccc(C(=O)OC)cc21)c1cccc(C)c1	nt	nt	nt	18%	-3%	2	nt
Cc1ccc(C)c(N2CCN(C(=O)Cc3c(C(=O)O)c(C)cn3C)CC2)c1	nt	nt	nt	2%	-2%	-4	nt
CC(C)COc1cc(=O)n2c(c1C(=O)NCC1CC1)CCCCC2	?	4%	-1%	5%	27%	6	13%
O=C(c1nccnc1C(=O)N1CCC2(CCCNC2)C1)N1CCCCC1 (configuration not stated)	-4%	2%	7%	-3%	17%	13	-21%
Cc1cc(C)cc(-c2ccc(CN3CC4CCC(C3)N4c3ccc(C(F)(F)F)cc3)cc2)c1	-18%	-13%	nt	-6%	-4%	-3	-3%
O=C1Nc2ccccc2CC12CCN([S+](=O)([O-])c1cccs1)C2 (configuration not stated)	-14%	?	-13%	11%	23%	4	?
CCn1ncc(N2CCCC(CC(=O)N3CCCCCC3)C2)cc1=O (configuration not stated)	-27%	4%	-7%	-1%	27%	-2	?
O=C(NCCCc1nc2ccccc2n1Cc1ccccc1)C1CCCCC1	nt	nt	nt	-19%	-23%	-5	nt
CS(=O)(=O)N1CCOC[C@H](Oc2ccc(C(F)(F)F)cc2)C1	-17%[138 µM]	-4%[88.5 µM]	6%[172 µM]	3%[87.6 µM]	18%[87.6 µM]	3	?
Cc1nc(CN2C[C@H](C(=O)Nc3cccc(Cl)c3)C[C@@H]2c2ccc(F)cc2)cs1	50µM*	3%[88.5 µM]	10%[172 µM]	?	?	-5	50µM*
CCCSc1oc(-c2ccco2)nc1S(=O)(=O)c1ccc(Cl)cc1	nt	nt	nt	1%	?	-23	nt
CCn1nccc1C(=O)N1CCC(OCC2CC2)C1 (configuration not stated)	?	1%	-6%	-4%	-6%	3	-21%
NC(=O)CCNC(=O)C1=C[C@@H](NC(=O)NC2CCCCC2)[C@@H](O)[C@H](O)C1	-13%[174 µM]	2%[88.5 µM]	-7%[172 µM]	?	7%[87.6 µM]	4	-2%[172 µM]
O=C(CC1CCCCC1)N1CCC2(CC1)NC(=O)N(c1ccccc1)N2	?	?	4%	1%	3%	22	?
Cc1ccc2c(c1)c1c(c(=O)n(Cc3ccccc3)c(=O)n1CC(=O)Nc1ccccc1F)n2C	nt	nt	nt	2%	4%	11	nt
Cc1noc(C)c1C(=O)N1CCC(N2C(=O)C3(CCCC3)C2c2ccccc2)CC1 (configuration not stated)	?	4%	8%	4%[12.5 µM]	-1%	2	-16%
COc1cc(NC(=O)N2CCC(CN3CCc4ccccc4C3)CC2)cc(OC)c1	nt	nt	nt	-7%	1%	22	nt
CCc1ccc(Nc2nc3ccccc3c3nnc(C)n23)cc1	nt	nt	nt	5%	-10%	4	nt
CCc1noc(-c2cn(C3CCN(C(=O)c4ccco4)C3)nn2)n1 (configuration not stated)	-7%	i	-3%	3%	8%	12	-18%
CCCc1cc(=O)[nH]c(SCc2nc(-c3ccc(C)cc3)no2)n1	nt	nt	nt	-6%	-2%	3	nt
O=C(C[C@@H]1O[C@H](CNC(=O)C2CC2)[C@@H](O)[C@H]1O)Nc1ccccc1	4%[174 µM]	4%[88.5 µM]	-6%[172 µM]	4%[87.6 µM]	-8%[87.6 µM]	-11	i
Clc1ccccc1-c1noc(-c2nc(-c3ccncc3)no2)n1	-12%	i	?	-5%	91%[activator]	0	-28%
CC1(C)CC[C@]2(C(=O)O[C@@H]3O[C@H](CO)[C@@H](O)[C@H](O)[C@H]3O)[C@H](O)C[C@]3(C)C(=CCC4[C@@]5(C)CC[C@H](O[C@@H]6OC[C@@H](O)[C@H](O)[C@H]6O)[C@@](C)(C(=O)O)C5CC[C@]43C)[C@@H]2C1 (some centres not stated)	nt	5%[17.1 µM]	nt	-12%[23.9 µM]	nt	4	nt
COc1ccc(C(=O)N2CCC(n3cc(-c4nc(C(C)C)no4)nn3)CC2)cc1F	-20%	i	4%	1%	-17%	-5	-21%
COc1cccc(O)c1C(=O)NC1CC(c2nnc(Cn3cccn3)n2C)C1 (configuration not stated)	-15%	i[11.5 µM]	9%	-8%	-11%	37	-7%
COCCNc1nc2c([S+](=O)([O-])c3ccc(Cl)cc3)nnn2c2ccccc12	3%	-5%	nt	8%	2%	5	i
Cc1ccc2sc(N3CCN(C(=O)CCS(=O)(=O)c4ccc(Cl)cc4)CC3)nc2c1C	nt	nt	nt	6%	-11%	31	nt
Cc1nc([C@H]2CCN(Cc3ccccc3)C[C@H]2NC(=O)C2CCOCC2)n[nH]1	i	i	4%	-3%[12.5 µM]	48%[activator]	21	i
CC(=O)NCCc1ncc(C)n1C1CCCCCCC1	?	-1%	-7%	-30%	12%	-11	?

Compound activity: PubChem BioAssay, National Center for Advancing Translational Sciences (NCATS)

Only part of the results is shown; rates above refer to the full screens.
